Compound activity: PubChem, National Center for Advancing Translational Sciences (NCATS)
Sm TGR block: inhibitors of Schistosoma mansoni thioredoxin glutathione reductase. Q962Y6. purified TGR, DTNB reduction, TNB absorbance 405 nm. Potency, µM (titrated, usually from 114 µM), for the others: at the top dose activity change, negative = inhibition, usual class: inhibitors. 3% of 360,000 active. AID 485364; note: potency is the fitted concentration of half-maximal effect; nearly all actives have a fitted effect of over 60% in size
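TGR 20 nM + NADPH 100 uM (dispensed conc.), cpd preinc 15 min RT; start with NADPH (500 uM addition) then DTNB (15 mM addition). Kinetic TNB absorbance, 405 nm filter. Four-parameter Hill fit across titration.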
FBPA Giardia inh: blocks Giardia fructose-bisphosphate aldolase activity; A8B2U2; purified Giardia FBPA; Potency, µM (titrated, usually from 59.6 µM), inactives show at the highest dose activity, negative = inhibition, hits mostly inhibitors; 0.71% of 290,000 active; AID 2451; note: potency is the fitted concentration of half-maximal effect; nearly all actives have a fitted effect of over 55% in size
Target sequence (A8B2U2 whole entry, looked up): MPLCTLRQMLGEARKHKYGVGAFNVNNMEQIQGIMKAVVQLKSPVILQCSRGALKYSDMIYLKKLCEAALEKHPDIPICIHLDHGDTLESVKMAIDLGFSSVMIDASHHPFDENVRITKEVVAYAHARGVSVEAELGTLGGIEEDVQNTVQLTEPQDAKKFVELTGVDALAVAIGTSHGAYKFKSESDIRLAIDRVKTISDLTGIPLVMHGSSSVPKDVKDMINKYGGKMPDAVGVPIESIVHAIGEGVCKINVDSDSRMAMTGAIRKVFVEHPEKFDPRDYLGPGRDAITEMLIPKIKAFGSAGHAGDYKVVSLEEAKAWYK
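Giardia FBPA (40 nM reagent) was preincubated 10 min at RT with compound (up to 57.5 uM final), then substrate plus GAPDH/TPI/NAD/arsenate coupling system with diaphorase/resazurin was added; resorufin fluorescence (525/598 nm) was read after 20 min.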
HCV inh: HCV inhibition; Huh7.5.1 HCVcc-Cre infection, luciferase reporter, 44 h; Potency, µM (highest dose often 41.8 µM), inactives show at the top dose activity change, negative = inhibition, actives largely listed as inhibitors; 3.4% of 340,000 active; note: potency is the fitted concentration of half-maximal effect
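Cells (1,000/well) were plated 4 h before compound, then infected with HCVcc-Cre virus (~0.5 moi). After 44 h further culture, infection was read as luciferase luminescence following a 15 min substrate incubation at room temperature.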
HCMV antiviral: blocks human cytomegalovirus replication; HFF cells, HCMV-luciferase reporter, 72 h; active compounds read low; activity change, negative = inhibition, % at 57.5 µM; 4.5% of 410,000 active; in the data active = activity change below about -60%; inconclusive = no clear call, values can overlap the other calls; inactive = above about -39%
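Steps: HFFs plated, 16 h 37C; compounds added; HCMV-luciferase added to MOI 1 PFU/cell; 72 h 37C; OneGlo reagent, 5 min room temperature; luminescence read, normalized to controls.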
AmpC detergent: AmpC beta-lactamase inhibition with detergent present; AmpC hydrolysis of nitrocefin, absorbance 480 nm, 0.01% Triton; P00811; Potency, µM (doses to about 114 µM), for inactives: top-dose activity change, negative = inhibition, most hits filed as inhibitors; 0.041% of 370,000 active;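 note: potency is the fitted concentration of half-maximal effect; 0% = no-compound wells and -100% = no-enzyme wells; nearly all actives have a fitted effect of over 25% in size; some results filed as inactive show a strong effect at the top dose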
Target sequence (P00811 whole entry, looked up): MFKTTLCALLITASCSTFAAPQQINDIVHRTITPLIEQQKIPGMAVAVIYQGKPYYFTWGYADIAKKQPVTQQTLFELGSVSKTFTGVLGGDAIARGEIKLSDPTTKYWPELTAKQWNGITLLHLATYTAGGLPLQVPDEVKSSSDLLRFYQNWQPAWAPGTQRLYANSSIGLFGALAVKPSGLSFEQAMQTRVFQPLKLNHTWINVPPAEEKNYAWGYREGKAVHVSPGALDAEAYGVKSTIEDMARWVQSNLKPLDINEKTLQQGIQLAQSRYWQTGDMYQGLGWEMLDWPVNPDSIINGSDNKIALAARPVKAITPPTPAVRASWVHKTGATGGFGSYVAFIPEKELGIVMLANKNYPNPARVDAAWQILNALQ
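AmpC (5.3 nM in the dispensed reagent) in 20 mM phosphate pH 7.0 with 0.01% (detergent screen) or 0.0001% Triton X-100 was preincubated with compounds for 15 min at room temperature. Nitrocefin was then added from an 800 uM solution, and hydrolysis was followed at 480 nm.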
AMA1-RON2 inh: AMA1-RON2 (P. falciparum) interaction inhibition | Potency, µM (doses to about 58.2 µM), without a hit: at the top dose activity change, negative = inhibition, most hits filed as inhibitors | AID 720542 | 0.2% of 360,000 active | AlphaScreen AMA1-biotinylated RON2 peptide binding;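 note: potency is the fitted concentration of half-maximal effect; 0% = vehicle wells and -100% = peptide control; nearly all actives have a fitted effect of over 45% in size; some results filed as inactive show a strong effect at the top dose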
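AMA1 (3D7) with his tag at 25 nM final met compounds first, then biotinylated RON2 peptide at 25 nM; detection used donor plus acceptor beads, 10 µg/mL apiece, read by AlphaScreen after 30 min at room temperature.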
Starred values were filed as active, the others as inactive; ? = inconclusive; . = no result given; [ ] = dose if it differs, or a comment. Unless noted, calls come from the whole dose curve; as a rule, active = well fitted curve in the direction sought with a large enough effect; inconclusive = small, poorly fitted or top-dose-only effect, or another doubt; inactive = no such curve, though single readings can be large; an effect the other way counts as inactive or inconclusive. Unless noted, % is set by controls: 0 for no effect and ±100 for the full control effect.

Structure	Sm TGR block	FBPA Giardia inh	HCV inh	HCMV antiviral	AmpC detergent	AMA1-RON2 inh
CN(CC(=O)Nc1cccc(F)c1)C(=O)CCNC(=O)c1ccco1	5%	.	16%	9	-11%	18%
Cc1occc1-c1n[nH]c(=S)n1C	10%	-28%	23%	-27	?	37%[activator]
COc1cc2nc(SCc3ccc(F)cc3)n3nc(CCn4c(C)nc5ccccc54)nc3c2cc1OC	5%	.	.	-1	3%	.
Cc1cccc(/C(N)=N/OC(=O)c2ccncc2)c1	0%	.	13%	82	2%	25%
CCOC(=O)CSc1nnc(NC(=O)NC(C)C)s1	-7%	8%	5%	-1	2%	-1%
O=C(O)CC(CC(=O)N1CCOCC1)c1ccccc1 (configuration not stated)	-2%	15%	10%	-15	-7%	3%
CCCCCNC(=O)c1ccccc1SC	7%	3%	4%	13	1%	8%
Cc1ccccc1Cn1c(=N)n(CC(=O)c2ccco2)c2ccccc21	?	0%	?	-13	-9%	0%
CC1CC(C)CN(CCCNC(=O)C2CCCN(S(=O)(=O)N3CC(C)CC(C)C3)C2)C1 (configuration not stated)	-2%	.	5%	0	?	5%
CCCS(=O)(=O)c1c(S(=O)(=O)CCC)c2c(C(N)=O)cccn2c1C(=O)c1ccc(F)cc1	-15%	1%	-18%	-36	?	2%
CCN1CCN(c2oc(-c3ccc(COc4ccc(OC)cc4)o3)nc2C#N)CC1	8%	.	.	-32	20%	.
COC(=O)C(NC(=O)c1ccccc1)(Nc1cc(C)cc(C)n1)C(F)(F)F (configuration not stated)	-1%	1%	-3%	6	3%	-4%
O=C1CN(C(=O)c2cnccn2)c2ccccc2N1	-14%	-2%	13%	59	-14%	3%
COc1ccc(Cl)cc1NC(=O)COc1ccc(S(=O)(=O)N2CCOCC2)cc1C	8%	3%	-68%	?	28µM*	0%
CC(C)c1ccc(NC(=O)c2ccc(CN3CC(=O)N4CCCCC4C3=O)cc2)cc1 (configuration not stated)	-4%	.	.	26	22%	.

2 of the compounds above, field by field.
molecule: CCCCCNC(=O)c1ccccc1SC
- Sm TGR block: 7%
- FBPA Giardia inh: 3%
- HCV inh: 4%
- HCMV antiviral: 13
- AmpC detergent: 1%
- AMA1-RON2 inh: 8%
molecule: Cc1ccccc1Cn1c(=N)n(CC(=O)c2ccco2)c2ccccc21
- Sm TGR block: ?
- FBPA Giardia inh: 0%
- HCV inh: ?
- HCMV antiviral: -13
- AmpC detergent: -9%
- AMA1-RON2 inh: 0%

The listing continues:
Structure	Sm TGR block	FBPA Giardia inh	HCV inh	HCMV antiviral	AmpC detergent	AMA1-RON2 inh
Cc1cc(C)cc(OC(=O)c2cc(-c3ccc4c(c3)OCCO4)on2)c1	3%	.	.	12	13%	.
CCOc1ccc(-n2c(-c3ccc(OC)cc3)cc3c2CC(C)(C)CC3=O)cc1	13%	.	.	-23	19%	.
COc1cc(/C=C/C(=O)OCC(=O)NCCc2ccccc2)ccc1OC(F)F	4%	.	-13%	48	-1%	-16%
O=C(/C=C/c1ccco1)Nc1cccc(C(=O)Nc2ccccc2C(=O)O)c1	4µM*	-3%	-1%	0	0%	-1%
Cc1ccc(C)c(NC(=O)Nc2nnc(N(CC(C)C)CC(C)C)s2)c1	-3%	.	.	-26	21%	.
Cc1ccc(S(=O)(=O)c2nc(Nc3ccccc3C#N)sc2Cl)cc1	-6%	5%	-22%	?	-2%	2%
N#C/C(=C\c1ccc(O)cc1)C(=O)O (tested in a mixture with another compound)	.	.	34%	?	.	0%
NC1=NN(c2ccccc2)C(=O)C1	.	.	5%	-20	.	30%[activator]
Cc1ccc(OCCSc2nc3ccc(NC(=O)COc4ccc(F)cc4)cc3s2)cc1	?	.	.	-22	21%	.
CCCNC(=O)NCCc1ccncc1	3%	6%	13%	-14	-1%	31%[activator]
COCCN(C(=O)COC(=O)c1cccnc1SC)c1c(N)n(Cc2ccccc2)c(=O)[nH]c1=O	2%	.	10%	-28	1%	4%
Cn1nc(Oc2ncc(C(F)(F)F)cc2Cl)cc1C(F)(F)F	10%	2%	11%	?	?	15%
CC(NC(=O)CSc1n[nH]c(-c2ccccc2Cl)n1)c1nc2ccccc2n1C (configuration not stated)	0%	.	.	-12	3%	.
COc1ccc([N+](=O)[O-])cc1N(CC(=O)Nc1ccccc1C(=O)NC(C)C)S(C)(=O)=O	.	-3%	?	35	5%	5%
CC(C)c1ccccc1NC(=O)COC(=O)Cc1c[nH]c2ccccc12	1%	0%	-6%	26	-12%	-12%
Cc1ccccc1N/N=C1\CCCNC1=O	?	-16%	-13%	23	-10%	-13%
CCS(=O)(=O)N1CC(=O)N(c2cccc(Cl)c2C)C(C)(C(=O)NC2CCCCC2)C1 (configuration not stated)	5%	.	.	0	0%	.
Cc1cc(C)n2nc(CCc3nc4nc(C)cc(C)n4n3)nc2n1	0%	1%	.	.	-17%	.
COc1ccc(/C(O)=C2/C(=O)C(=O)N(CCCN(C)C)C2c2ccc(C)o2)cc1Cl (configuration not stated)	45µM*	-19%	.	.	-7%	.
CC(C)c1ccc(N(CC(=O)NC2CCCC2)C(=O)CCC(=O)Nc2ccccn2)cc1	-17%	-2%	-7%	3	-11%	17%
O=C(c1ccc(Br)o1)N1CCN(CCOc2ccccc2)CC1	10%	6%	8%	0	1%	-13%
O=[N+]([O-])c1cc(C2Nc3cccc4cccc(c34)N2)ccc1Cl	-26%	-24%	?	-18	-7%	-25%
Cc1cccc(COCC(CC(C)C)N2CCN(C(=O)c3ccc(C(C)(C)C)cc3)CCC2=O)c1 (configuration not stated)	-7%	2%	?	10	-17%	-7%
O=[N+]([O-])c1ccc(Oc2c(F)c(F)nc(N3CCCC3)c2F)cc1	10%	-14%	-3%	-3	-2%	-10%
CN(C)c1cccc(C(=O)NCc2ccc3c(c2)OCO3)c1	9%	-7%	-19%	-9	-8%	11%
C=CCNS(=O)(=O)c1ccc(OC)c(C)c1	12%	11%	6%	9	1%	7%
C=CCNC(=S)Nc1sc2c(c1C(N)=O)CCCC2	1%	?	?	-7	-1%	59%[activator]
O=C(Nc1cccc(C(F)(F)F)c1)C1CCN(S(=O)(=O)c2cccnc2)CC1	-20%	9%	-2%	-17	2%	7%
CCN(CC(=O)NCc1cccs1)C(=O)c1cccc(S(=O)(=O)NCc2ccccc2)c1	-2%	.	-21%	-18	?	4%
CC(C(=O)OCC(=O)Nc1ncc(Cl)cc1Cl)N1C(=O)c2ccccc2C1=O (configuration not stated)	-18%	-2%	10%	-15	-6%	-13%
COC(=O)C(Cc1ccccc1)NC(=O)CNC(=O)c1ccc(Br)cc1 (configuration not stated)	-6%	.	1%	21	-2%	-15%
O=C(c1ccc(CS(=O)Cc2ccc(Cl)cc2)o1)N1CCN(c2ccc(F)cc2)CC1 (configuration not stated)	-20%	11%	?	-21	-12%	-9%
O=C(N/N=C\c1cccc(Cl)c1)c1ccc(Cn2cc(Br)c([N+](=O)[O-])n2)o1	6%	-6%	?	37	-1%	6%
C=C1CCN([C@@H](Cc2ccccc2)C(=O)NCCC(C)C)S(=O)(=O)c2ccccc21	.	.	?	-15	.	-2%
CCn1c2ccccc2c2nnc(SCC(=O)N3CC(C)OC(C)C3)nc21 (configuration not stated)	0%	2%	-22%	-2	-15%	-5%
Cc1ccccc1C(=O)NCCc1csc(-c2ccc(C(F)(F)F)cc2)n1	4%	.	.	-13	4%	.
COCCN(C(=O)Cn1nnc2ccccc21)C(C(=O)NC1CCCC1)c1cccc(OC)c1OC (configuration not stated)	-23%	2%	13%	-1	-1%	0%
Cc1cc(C)c(C(=O)C(C)OC(=O)c2ccc(Cl)nc2)cc1C (configuration not stated)	-3%	.	1%	-11	-2%	30%
Cc1cccc(Oc2ccc(NC(=O)C3CC=CCC3C(=O)O)cc2)c1 (configuration not stated)	.	25%	12%	-11	0%	?
O=C(/C=C/c1ccc(N2CCCCC2)c([N+](=O)[O-])c1)c1ccc(O)cc1	4%	-11%	?	15	1%	?
Cc1ccc(-n2nc(-c3ccco3)cc2C(=O)O)c(C)c1	11µM*	-17%	22%	-27	1%	-4%

An excerpt of these results, as labelled records:
COC(=O)C(Cc1ccccc1)NC(=O)CNC(=O)c1ccc(Br)cc1 (configuration not stated)
  Sm TGR block: -6%
  FBPA Giardia inh: .
  HCV inh: 1%
  HCMV antiviral: 21
  AmpC detergent: -2%
  AMA1-RON2 inh: -15%
C=C1CCN([C@@H](Cc2ccccc2)C(=O)NCCC(C)C)S(=O)(=O)c2ccccc21
  Sm TGR block: .
  FBPA Giardia inh: .
  HCV inh: ?
  HCMV antiviral: -15
  AmpC detergent: .
  AMA1-RON2 inh: -2%
Cc1cc(C)c(C(=O)C(C)OC(=O)c2ccc(Cl)nc2)cc1C (configuration not stated)
  Sm TGR block: -3%
  FBPA Giardia inh: .
  HCV inh: 1%
  HCMV antiviral: -11
  AmpC detergent: -2%
  AMA1-RON2 inh: 30%
O=C(/C=C/c1ccc(N2CCCCC2)c([N+](=O)[O-])c1)c1ccc(O)cc1
  Sm TGR block: 4%
  FBPA Giardia inh: -11%
  HCV inh: ?
  HCMV antiviral: 15
  AmpC detergent: 1%
  AMA1-RON2 inh: ?
